Source: PubChem (several laboratories)
PPARg SRC2 recr – PPARgamma-driven SRC-2 recruitment agonism | P37231 | PPARgamma LBD-SRC-2 recruitment, biochemical | activation, % at 8 µM | 200,000 compounds, 0.34% hits | AID 1032; in the data active = activation above about 22%;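 also: 0% = vehicle and 100% = reference agonist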
G6PDH counter – L. mesenteroides G6PDH inhibition counter-screen; Purified L. mesenteroides G6PDH, diaphorase/resazurin coupled fluorescence, 45 min; 200,000 compounds, 0.12% hits; inhibition, % at 5 µM; in the data active = inhibition above about 50%
ROMK primary – modulates human ROMK potassium channel activity; Tet-inducible ROMK, thallium flux fluorescence; actives lie on both sides; B-score at 10 µM; 130,000 compounds, 2% hits;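 active = signal ratio slope over the read window, or its plate-corrected B-score, at least 3 SD from the plate mean, either direction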;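 also: B-score of the F/F0 ratio slope over 7 to 12 s after thallium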
Target sequence (P48048 whole entry, looked up): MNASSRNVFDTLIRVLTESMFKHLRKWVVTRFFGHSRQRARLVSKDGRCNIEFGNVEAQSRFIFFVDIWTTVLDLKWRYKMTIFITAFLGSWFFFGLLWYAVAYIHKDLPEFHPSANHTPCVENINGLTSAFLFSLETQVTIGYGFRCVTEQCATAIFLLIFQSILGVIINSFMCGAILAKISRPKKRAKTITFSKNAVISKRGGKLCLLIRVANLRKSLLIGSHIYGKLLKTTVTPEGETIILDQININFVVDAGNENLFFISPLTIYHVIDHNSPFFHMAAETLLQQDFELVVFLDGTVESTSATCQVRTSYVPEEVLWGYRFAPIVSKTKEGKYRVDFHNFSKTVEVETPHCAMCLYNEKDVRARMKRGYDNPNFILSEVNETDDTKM
PPARg SRC-3 ag – PPARgamma-driven SRC-3 recruitment agonism; biochemical PPARgamma/SRC-3 coactivator recruitment assay; activation, % at 8 µM; 200,000 compounds, 0.26% hits; AID 731; in the data active = activation above about 23%;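 also: 0% = DMSO and 100% = reference agonist; some compounds past the cut are filed as inactive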
Diaph act CS – diaphorase activation or chemical reduction counter-screen | 190,000 compounds, 0.005% hits | Diaphorase/resazurin coupled assay, resorufin fluorescence, 16 min; stronger effect = higher value; 1 = vehicle wells, 0 = NADH-free wells | activation factor at 20 µM;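 active = diaphorase activity raised at least twofold by the compound at 20 µM; inactive = activation factor below 2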
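Material: bacterial diaphorase enzyme (C. kluyveri); amount: enzyme 0.07 U/mL final; reagent: NADH substrate 0.114 mM plus resazurin dye 0.1 mM, final; doses: single compound dose of 20 µM, 1% DMSO final; timing: 16 min enzyme reaction, ambient temperature; measured by: fluorescence of resorufin, 544 nm excitation, 590 nm emission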
SRC2 TRFRET art – TR-FRET artefact, counter-screen to PPARgamma/SRC-2 agonist assay; 200,000 compounds, 0.4% hits; TR-FRET ratio at 8 µM; AID 1049; stronger effect = higher value; in the data active = TR-FRET ratio above about 2000; also: inactives centre near 1500
S1P3 antag – antagonists of human S1P3 receptor. Q99500. CHO S1P3 NFAT-BLA reporter, FRET fluorescence, antagonist mode. inhibition, % at 4.98 µM. 170,000 compounds, 0.27% hits. AID 485;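 active = inhibition above the plate cutoff, the mean inhibition of test wells on that plate plus 3 SD, cut at about 28% in these data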;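 also: cells challenged with S1P at its EC80 of 0.8 µM; blue over green emission ratio from cleaved BLA substrate after 4 h stimulation; 0% = S1P-stimulated wells and 100% = unstimulated DMSO-only wells; some compounds past the cut are filed as inactive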
Target sequence (Q99500 whole entry, looked up): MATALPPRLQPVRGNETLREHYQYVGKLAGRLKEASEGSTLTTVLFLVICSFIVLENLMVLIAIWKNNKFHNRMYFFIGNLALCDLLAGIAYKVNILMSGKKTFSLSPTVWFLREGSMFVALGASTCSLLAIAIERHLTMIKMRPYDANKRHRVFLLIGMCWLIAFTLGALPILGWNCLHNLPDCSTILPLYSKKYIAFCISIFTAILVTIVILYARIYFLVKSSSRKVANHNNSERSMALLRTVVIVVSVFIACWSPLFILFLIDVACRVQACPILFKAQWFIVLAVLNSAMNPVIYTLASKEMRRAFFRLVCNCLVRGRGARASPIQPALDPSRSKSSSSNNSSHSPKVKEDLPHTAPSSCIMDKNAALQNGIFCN
PPARg SRC1 recr – promotes SRC-1 coactivator recruitment by human PPARgamma. activation, % at 8 µM. 200,000 compounds, 0.41% hits. AID 631. PPARgamma-SRC-1 coactivator recruitment biochemical assay; in the data active = activation above about 19%;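 also: 0% = DMSO and 100% = reference agonist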
PMI activator – increases human mannose-6-phosphate isomerase activity; AID 1214; purified human PMI, coupled resazurin fluorescence, 20 min; stronger effect = higher value; 1 = vehicle control, 0 substrate-free wells; activation factor at 20 µM; 190,000 compounds, 0.005% hits; P34949;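 active = activation factor of 2 or more at 20 µM, relative to plate controls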
Diaph inh CS – inhibits diaphorase or chemically oxidizes, flagging diaphorase assay artifacts; inhibition, % at 20 µM; diaphorase resazurin-to-resorufin fluorescence, NADH, 16 min; bacterial (C. kluyveri) enzyme, not human; 190,000 compounds, 0.69% hits;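 active = primary screen inhibition at 20 µM above a set limit, cut at about 50% in these data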;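 also: plate controls were DMSO with full reaction for no effect and wells lacking NADH for full effect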
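System: Diaphorase enzyme from Clostridium kluyveri | Amount: Enzyme working solution with 0.14 U/mL diaphorase | Benchmarks: No-NADH positive control and DMSO neutral control | Signal: Fluorescence of resorufin formed from resazurin, Ex 544/Em 590 nm | Schedule: 16-min room-temperature incubation before reading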
PMI act satM6P – PMI (human) activation, high substrate; coupled PMI enzyme assay, resazurin fluorescence, 20 min; stronger effect = higher value; 1 = untreated enzyme, 0 = substrate-free blank; activation factor at 20 µM; 190,000 compounds, 0.34% hits;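 active = activation factor of 2 or more at 20 µM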
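Material: human phosphomannose isomerase with PGI, G6PDH, diaphorase coupling enzymes / Reagent: Man-6-P substrate 1.0 mM / Dosing: single compound dose of 20 µM, 1% DMSO final / Incubation: enzyme reaction with compound 20 min at room temperature / Signal: resorufin fluorescence (Ex 544/Em 590 nm) from resazurin via diaphorase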
* marks the source's active call; other numbers are inactive results; / = not tested or not shown.

SMILES	PMI activator	PPARg SRC-3 ag	PPARg SRC1 recr	ROMK primary	G6PDH counter	PPARg SRC2 recr	PMI act satM6P	Diaph act CS	S1P3 antag	SRC2 TRFRET art	Diaph inh CS
O=C(CC12CC3CC(CC(C3)C1)C2)NC(=S)N1CCCCC1	0.8	3	14	/	6	11	1	0.9	-4	1534	12
O=C(c1ccccc1)c1nccc2ccccc12	0.6	2	-4	/	5	8	0.6	0.6	-7	1689	44
CCSc1nc2c(c(=O)[nH]1)C(c1cccs1)C(C(=O)OC)=C(C)N2 (centres undefined)	1	5	-5	0.74	8	2	1	0.9	-8	1417	10
N/C(=N\OC(=O)c1cc(Br)ccc1Cl)c1ccccn1	1	0	2	/	4	6	1	1	-25	1645	3
N#Cc1c(C(F)(F)F)cc(-c2ccc(Cl)cc2)nc1SCC(=O)O	1	4	3	0.41	4	11	1	0.9	10	1669	6
Cc1cccc(-c2noc(CN(C)S(=O)(=O)c3cc(Cl)ccc3Cl)n2)c1	0.9	3	-1	/	-16	8	0.9	0.9	12	1574	11
NC(=O)c1ccsc1NC(=O)COC(=O)C1CCCN1C(=O)c1cccs1 (centres undefined)	1	-5	4	-0.29	-1	-8	1	0.9	-38	1551	14
COc1cc(OC)cc(-c2nnc(SCC(=O)N3CCCC3)o2)c1	1	9	6	/	-2	10	1	0.9	2	1420	11
COc1ccc(/C=N/NC(=O)c2ccncc2)cc1CN1CCCc2ccccc21	1.2	0	-2	/	-2	-6	1.1	0.8	-18	1418	17
CN(C(=O)COC(=O)c1ccc(Cl)cc1N)C1CCS(=O)(=O)C1 (centres undefined)	1	12	0	-0.14	-11	2	1	0.9	/	1608	6
CC1(C)C2CCC1(C)C(NC1=NCCC1)C2 (centres undefined)	1	-2	6	-0.97	2	7	1.1	0.9	-49	1840	5
COc1ccc(Cn2c(C)cc3c(c2=O)C(c2cccs2)C(C#N)=C(N)O3)cc1OC (centres undefined)	1.1	-5	0	/	-3	5	1	0.9	/	1466	7
c1ccc(Cn2c(CNc3nc4ccccc4n3CCN3CCOCC3)nc3ccccc32)cc1	1	0	-2	-1.6	1	7	0.9	0.8	20	1333	18
NC(=O)C1(N2CCCCC2)CCN(C(=S)Nc2ccccc2)CC1	0.9	-1	2	-0.47	-5	2	1.1	1	-7	1645	4
COc1ccc(NC(=O)C(NC(=O)c2ccc(=O)[nH]c2)c2ccccc2)cc1 (centres undefined)	1	0	-3	1.2	-9	0	1	0.9	-23	1418	11
CC(Oc1ccc(Cl)cc1Cl)C(=O)NC1CCSC1=O (centres undefined)	0.9	10	6	/	-9	6	1	0.9	5	1457	11
COc1ccc(-n2ncc3c(NCCCN4CCOCC4)ncnc32)cc1	0.9	8	10	/	1	5	0.9	0.9	17	1520	13
CC(C)OCCCNC(=O)c1cc2c(s1)CS(=O)(=O)C2	0.9	4	5	1.7	-11	4	0.8	0.8	/	1694	16
CCc1sc(N2C(=O)C3C4CCC(C4=C(C)C)C3C2=O)nc1-c1ccccc1 (centres undefined)	0.9	2	3	0.079	13	3	0.9	0.8	/	1612	22
Cc1ccc(C)n1N1C(=O)/C(=C\c2ccc(Cl)cc2)SC1=S	0.9	-1	6	/	5	11	0.9	0.9	/	1599	12
CCN(CC)c1ccc(NC(=O)COC(=O)COc2ccccc2[N+](=O)[O-])cc1	0.8	7	6	0.16	5	12	0.8	0.8	-3	1690	23
CCc1nnc(NC(=O)c2cc(S(=O)(=O)N3CCOCC3)ccc2N2CCCCC2)s1	1	1	-2	0.067	11	-9	0.9	0.8	-14	1739	17
Cc1sc(N)nc1-c1cccs1	1	18	2	-0.7	3	17	1.1	0.9	/	1618	9
CCCOc1ccc(C(=O)Nn2c(C)nc3ccccc3c2=O)cc1	1	5	11	0.3	7	11	1	0.8	15	1467	18
O=C(CCSCc1cccc(Cl)c1)NCCc1ccccc1	0.8	4	7	/	5	9	0.9	0.9	13	1467	12
CCOC(=O)CC(=O)Nc1ccc(C)cc1	1	-8	3	/	4	0	1	1	/	1576	0
COc1ccc(N2C(=O)C3CCCN3C2c2cccc(Br)c2)cc1 (centres undefined)	1	1	7	/	5	-4	1	0.8	-9	1505	18
COc1ccc2[nH]c(C)c(CCN3C(=O)OC(C)(C)C3(C)O)c2c1 (centres undefined)	0.8	10	2	/	-3	9	0.8	0.8	9	1588	24
CCOc1ccc(C(=O)N2CCCCCC2)cc1	1	-1	-1	/	8	-6	1	0.9	0	1450	7
c1c2c(cc3sc(N4CCOCC4)nc13)OCO2	0.9	2	3	/	8	3	1	1	-8	1579	-4

Filtered by structure, the compounds so far containing a cyano group
SMILES	PMI activator	PPARg SRC-3 ag	PPARg SRC1 recr	ROMK primary	G6PDH counter	PPARg SRC2 recr	PMI act satM6P	Diaph act CS	S1P3 antag	SRC2 TRFRET art	Diaph inh CS
N#Cc1c(C(F)(F)F)cc(-c2ccc(Cl)cc2)nc1SCC(=O)O	1	4	3	0.41	4	11	1	0.9	10	1669	6
COc1ccc(Cn2c(C)cc3c(c2=O)C(c2cccs2)C(C#N)=C(N)O3)cc1OC (centres undefined)	1.1	-5	0	/	-3	5	1	0.9	/	1466	7

Continued.
SMILES	PMI activator	PPARg SRC-3 ag	PPARg SRC1 recr	ROMK primary	G6PDH counter	PPARg SRC2 recr	PMI act satM6P	Diaph act CS	S1P3 antag	SRC2 TRFRET art	Diaph inh CS
C#CCn1cc[n+](CC(=O)N(C)C)c1	1	-7	-1	/	2	1	1	0.9	3	1355	14
CC1CCN(CC(=O)Nc2cccc(C(=O)Nc3cccc(C(F)(F)F)c3)c2)CC1	0.9	5	2	-1.8	-1	-1	0.9	0.9	5	1541	14
CC(=O)c1ccc(Nc2cc(C)nc3ccc(C)cc23)cc1	0.9	1	0	0.0088	18	-4	0.9	1.1	-5	1287	-10
CCN(CC)S(=O)(=O)c1ccc(NC2c3ccccc3C(=O)N2Cc2ccco2)cc1 (centres undefined)	1	2	0	/	1	5	0.9	0.8	/	1666	25
CCN(CC)CCCOC(=O)C(c1ccccc1)c1ccccc1	1.1	-3	1	-0.34	4	0	1.1	1	-5	1559	0
O=C(CC1CCCCC1)Nc1ccccc1-c1ccccc1	0.9	2	1	/	-8	5	1	0.9	3	1805	9
COc1ccc(CCNC(=S)N2CCC(Cc3ccccc3)CC2)cc1OC	0.9	8	-3	0.71	-3	1	1	0.9	8	1423	6
CCS(=O)(=O)c1ccc2oc(SCC(=O)Nc3ccc(OC)cc3)nc2c1	1	0	4	0.98	12	2	1	1	3	1491	2
CC(C)NC(=O)Cn1c(SCC(=O)N2CCc3ccccc3C2)nc2ccccc21	0.9	-7	-4	/	10	-1	1	1	-19	1377	4
CCOC(=O)c1cc(-c2ccc(/C=N\n3cnnc3)o2)ccc1Cl	0.9	14	4	/	-35	8	0.9	0.9	-5	1595	14
CC(C)OP(=O)(Nc1cccc2ccccc12)OC(C)C	1	1	2	-0.45	-1	-5	1.1	0.9	4	1439	11
COc1ccc(-c2nc(-c3cccs3)c(-c3cccs3)[nH]2)cc1O	0.9	90*	63*	/	4	89*	0.9	0.6	-13	3397*	42
CN(C)CCCN(C(=O)/C=C/c1cccs1)c1nc2ccc(F)cc2s1	0.9	5	0	-0.28	3	6	0.9	0.9	3	1528	13
CCOc1cc(CN2CCN(CCOCCO)CC2)ccc1OC	1.1	2	10	/	-2	2	1.1	0.9	/	1634	8
O=C(O)c1cccc(CN2C(=O)SC(Nc3ccccc3)C2=O)c1 (centres undefined)	1.1	-7	2	/	-2	4	1	0.9	-22	1479	10
Cc1ccc2c(c1)N(CC(=O)OCC(=O)NCc1ccccc1)C(=O)CO2	1	4	1	-0.35	4	8	1	1	-4	1543	-1
Cc1cc(NCc2ccc3c(c2)OCO3)n2nc(C)nc2n1	1	3	4	/	1	8	1	1	-5	1710	4
CCO[C@H]1OC(C(=O)Nc2ccccc2)=C[C@@H](c2cn(C(C)=O)c3ccccc23)[C@@H]1CCCO	0.9	5	-9	/	4	0	1	0.8	3	1553	15
O=C(N1CCCCC1)N1CCN(C(=O)N2CCCCC2)CC1	1.1	-1	2	0.036	5	11	1	1.1	-8	1517	-5
COc1ccc(-c2cc(-c3nnc(COC(=O)c4ccncc4)o3)c3ccccc3n2)cc1OC	1	0	14	-0.079	-10	-6	0.9	0.9	-5	1603	11
CCCc1nc2c(sc3nc4c(cc32)COC(C)(C)C4)c(=O)n1CCN(C)C	0.9	2	-2	-2.2	-4	-3	0.5	1	-8	1500	-1
CCOC(=O)N1CCN(c2c(Nc3ccc4c(c3)OCCO4)c(=O)c2=O)CC1	1.1	-7	6	/	13	5	1.1	1	-22	1591	-1
CC1CCc2c(sc(NC(=O)Cn3cnc([N+](=O)[O-])n3)c2C(N)=O)C1 (centres undefined)	0.9	7	11	0.078	6	11	0.9	0.8	-23	1720	16
O=C(c1ccc(CS(=O)(=O)c2ccc(Br)cc2)o1)N1CCN(c2ncccn2)CC1	0.9	7	-1	/	-2	-7	0.8	0.7	-1	1369	30
CCC1Oc2ccc(C)cc2N(CC(=O)N(Cc2ccc3c(c2)OCO3)CC2CCCO2)C1=O (centres undefined)	0.8	-9	-1	-1.7	4	-5	0.8	0.7	27	1392	26
Cc1ccc(N2CCN(C3=NC(=O)/C(=C\c4cn[nH]c4-c4ccccc4)S3)CC2)cc1	0.9	2	8	/	-28	8	1	0.9	-16	1401	7
COC(=O)c1ccc2nc(Nc3nc4ccc(F)cc4s3)sc2c1	0.9	4	23*	/	-38	16	1	0.9	-30	1817	7
Cc1ccc(C)c(C(=O)COc2ccccc2[N+](=O)[O-])c1	0.8	0	8	-1.8	9	8	0.9	1	-4	1677	4
CC(C)C(c1nnnn1C1CCCC1)N1CCCc2ccccc21 (centres undefined)	1	-10	-2	-0.48	2	1	0.9	0.9	14	1370	6
CN1CCN(/N=C/c2ccc(N(c3ccccc3)c3ccccc3)cc2)CC1	0.9	2	2	0.074	3	-6	0.9	1.2	-9	1616	-22
O=C(Nc1nc(N2C(=O)c3ccccc3C2=O)n(-c2ccccc2)n1)c1ccc(F)cc1	1.1	-4	-1	/	3	2	1.1	0.9	/	1513	14
CCn1c(CNC(=O)Cc2ccc(OC)cc2)nnc1SCC(=O)c1ccc(Br)cc1	0.8	-7	1	-0.79	-2	5	0.9	0.8	/	1528	21
